Screening data: PubChem BioAssay, several laboratories
P. falciparum M1AAP – P. falciparum M1AAP inhibitors, biochemical, fluorogenic H-Leu-NHMec substrate, 1536-well (AID 1445). recombinant M1AAP, H-Leu-NHMec fluorogenic kinetic assay; higher % means a stronger effect. inhibition, % at 30 µM, or IC50 in µM where a hit was titrated. actives 0.42% (n = 220,000);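 active = primary inhibition above the hit cutoff, then over 50% inhibition at one or more dose response concentrations, cut at about 23% in these data, passing the limit was not always enough; inconclusive = conflicting primary data, or primary hits not chosen for dose response; inactive = low primary inhibition, or under 50% at every dose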;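 note: plate controls were DMSO full reaction for no effect and no enzyme background for full effect; strong numbers were not always called active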
MT stabilizer – microtubule stabilization, imaging screen; actives 0.83% (n = 200,000); AID 2205; % tubulin-high responders, % at 10 µM; HeLa tubulin immunostaining HCS, 24 h; share of cells brighter than vehicle mean+2SD;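 active = plate Z-score above 3 for both tubulin-high and condensed-nucleus cell shares, with cell loss under 80%, at 10 µM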;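 note: anti alpha tubulin signal scored within the nucleus-defined area of each cell; some results filed as inactive read as strong as hits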
b-catenin transl – beta-catenin nuclear translocation modulation | HeLa beta-catenin nuclear translocation, immunofluorescence imaging | actives 0.3% (n = 190,000) | nuclear translocation activity, % at 5 µM;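 active = nuclear translocation activity above 50% at 5 µM, with a well cell count of 50 or more; inconclusive = wells under 50 cells across six images, flagged as toxic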;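 note: per-cell ratio of nuclear to cytoplasmic median beta-catenin stain intensity; plate controls were DMSO negative control for no effect and GSK-3 inhibitor IX positive control for full effect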
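Test system: human HeLa cells, endogenous beta-catenin. Times: 24 h compound exposure, 37°C. Measured by: beta-catenin immunofluorescence imaging with DAPI.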
Autophagy mod – autophagy modulation, high-content screen. calls only at 10 µM (by protocol). MEF GFP-LC3 puncta imaging; test concentration mostly 10 µM. actives 0.98% (n = 190,000);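 active = percentage of spot-positive cells more than 3 SD above its plate mean, without a fluorescence outlier flag or 80% toxicity; inconclusive = no clear call, values can overlap the other calls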;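 note: spot-positive cell cutoff set from DMSO-treated cells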
Ins promoter up – MIN6 insulin promoter up-regulation; MIN6 insulin promoter-GFP reporter, high-content imaging; stronger effect = higher value; z-score at 5 µM; actives 0.3% (n = 190,000); AID 1625;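 active = z-score above 3 at 5 µM with at least 500 cells counted in the well; inconclusive = wells under 500 cells, flagged as cytotoxic or low count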
P. falciparum M17LAP – P. falciparum M17LAP inhibitors, primary screen, biochemical, fluorogenic H-Leu-NHMec substrate, 1536-well (AID 1619); inhibition, % at 30 µM, or IC50 in µM where a hit was titrated; recombinant M17LAP, H-Leu-NHMec fluorogenic kinetic assay; higher % means a stronger effect; actives 0.38% (n = 220,000);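 active = compound inhibiting the enzyme by more than half at any dose during confirmatory dose-response retesting; inconclusive = strong single-dose inhibitors picked by rank but not retested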;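 note: plate controls were full reaction with DMSO carrier for no effect and no enzyme background for full effect; strong numbers were not always called active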
Dynein cargo inh – dynein cargo transport inhibition | z-score, hits read low | actives 0.47% (n = 220,000) | 3617.4 mouse cells, GR-EGFP nuclear translocation imaging; test concentration mostly 20 µM; stimulated with dexamethasone, 1 µM; stronger effect = lower value | AID 1381;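 active = plate z-score of nuclear minus cytoplasmic receptor signal below a set negative limit, without overly bright fluorescence or cell loss, cut at about -3.5 in these data, passing the limit was not always enough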;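 note: z-score of nuclear minus cytoplasmic ring GR-EGFP intensity difference per well; some compounds called inactive have numbers as strong as hits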
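Also added: dexamethasone, 1.0 µM final. Medium: tet-free, stripped-serum medium. Detection: fixed, Hoechst-stained cells imaged at 10x for EGFP. Read-out: nuclear-to-cytoplasmic GR-EGFP distribution per well. Times: induction 48 h, compound 1 h, agonist 30 min.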
CSM14.1 death rescue – protection against thapsigargin-triggered cell killing – 384-well, CSM14.1, ATP luminescence, primary screen (AID 1222); one-dose cellular ATP content (survival), % at 20 µM; EC50 in µM for titrated hits; 190,000 tested, under 10 active; CSM14.1 thapsigargin-induced death rescue, ATP luminescence; higher % means a stronger effect;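 active = EC50 below 50 µM in the dose-response confirmation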;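 note: death triggered by thapsigargin at about 15 µM added after 2 h compound pretreatment; cell ATP read after overnight thapsigargin exposure of roughly 18 to 22 hours; normalized against plate controls of thapsigargin alone and 5% DMSO vehicle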
K1F lysis inhibition – protection from phage-mediated lysis, alamar blue read-out – E. coli UTI89, K1F phage, bacterial capsule biogenesis inhibitors (AID 488966); inhibition, % at 100 µM, or IC50 in µM where a hit was titrated; actives 0.02% (n = 340,000); E. coli UTI89 K1F phage lysis, alamar blue, 2 h; higher % means a stronger effect;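 active = phage lysis inhibition, versus mean bacterial control, above a set limit; inconclusive = no clear call, values can overlap the other calls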;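 note: capsule biogenesis inhibitors block K1F phage lysis so surviving cells raise fluorescence; higher fluorescence means more inhibition of phage lysis; actives were called in the ten point dose series up to 300 µM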
Dynein cargo inh cytoplasmic EGFP – recorded beside Dynein cargo inh, whose call it bears; z-score; measured here: cytoplasmic GR-EGFP intensity; stronger effect = higher value
Dynein cargo inh nuclear GR-EGFP – second read-out of Dynein cargo inh, no call of its own (marks repeat the call); z-score; measured here: nuclear GR-EGFP intensity;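 lower value marks the stronger effect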
Dynein cargo inh cell count – also measured in Dynein cargo inh; calls as there; z-score; measured here: cell count per field
Ins promoter up cell count – further read-out of Ins promoter up, marked with its call; cell count; measured here: cytotoxicity, nuclei count;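 total cells summed across four imaged fields per well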
b-catenin transl cell count 5 µM – second read-out of b-catenin transl, no call of its own (marks repeat the call); cell count; measured here: cell count, cytotoxicity flag
MT stabilizer Hoechst-high % – second read-out of MT stabilizer, no call of its own (marks repeat the call); % Hoechst-high responders; measured here: nuclear condensation Hoechst responders;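 share of cells brighter than vehicle mean plus two SD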
MT stabilizer cytotoxicity % – recorded beside MT stabilizer, whose call it bears; toxicity, %; measured here: cytotoxicity by cell density;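 0% = mean cell density of plate MIN control wells and 100% = no cells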
Autophagy mod cell loss 18 h – also measured in Autophagy mod; calls as there; toxicity, %; measured here: cell loss, nuclei count;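 cell loss after 18 h compound exposure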
Numbers without * were called inactive; i = inactive; ? = inconclusive; · = no result given.

SMILES	P. falciparum M1AAP	MT stabilizer	MT stabilizer Hoechst-high %	MT stabilizer cytotoxicity %	b-catenin transl	b-catenin transl cell count 5 µM	Autophagy mod	Autophagy mod cell loss 18 h	Ins promoter up	Ins promoter up cell count	P. falciparum M17LAP	Dynein cargo inh	Dynein cargo inh cytoplasmic EGFP	Dynein cargo inh nuclear GR-EGFP	Dynein cargo inh cell count	CSM14.1 death rescue	K1F lysis inhibition
O=C(Cn1c(=O)n(-c2ccccc2)c(=O)c2sccc21)NCc1ccccc1	1%	2.0	2.1	6.3	·	·	i	1	1.4	1370	16%	-0.52	-0.26	-0.19	-0.21	-0.1%	0.2%
CCc1ccc(OCC(=O)OCC(=O)c2c(N)n(C)c(=O)n(C)c2=O)cc1	-1%	1.6	2.4	7.1	-3.7	1114	i	-2	0.32	1618	-15%	0.25	-0.28	0.054	0.33	-0.9%	-3.6%
O=C(NCc1ccc2c(c1)OCO2)C1CCN(c2ncccn2)CC1	6%	4.6	3.7	7.0	-4.8	861	i	6	1.1	1184	3%	0.88	-0.27	0.62	-0.77	-0.8%	-0.1%
C=CCNC(=O)COc1ccc(S(=O)(=O)NC2CCCCC2)cc1	2%	3.1	2.2	66	-0.4	1098	i	4	-0.4	1184	-14%	-0.069	-0.26	0.21	0.61	-1.3%	0.2%
Cc1nn(C(=O)N2CCCCC2)c(C)c1CN1C(=O)c2ccccc2C1=O	0%	1.9	3.3	10	0.0	998	i	-4	0.29	1270	2%	-0.75	-0.28	-0.13	0.51	-1.7%	3.0%
COC(=O)c1[nH]c2ccc(Br)cc2c1NC(=O)C(C)N1CCN(C2CCCCC2)CC1 (stereo unspecified)	2%	7.2	1.4	9.8	-2.2	848	i	-7	-0.45	948	8%	0.55	0.82	0.62	-3.4	-0.6%	3.9%
O=C(Nc1ccc(OC(=O)c2cccs2)cc1)c1ccco1	2%	1.9	0.4	25	·	·	i	-4	-0.36	1214	-3%	1	-0.25	0.67	0.72	-2.8%	0.2%
Cc1ccc(NC(=O)CCNS(=O)(=O)c2ccccc2)c(C(=O)c2ccccc2)c1	1%	3.6	2.6	3.6	2.6	1082	i	19	-0.22	1385	5%	-0.23	-0.25	-0.18	0.37	-2.7%	1.6%
O=C(CN1C(=O)c2ccccc2C1=O)OCCOCCN=C1NS(=O)(=O)c2ccccc21	1%	3.7	1.7	6.8	-0.3	941	i	-4	-0.49	1504	-3%	-0.83	-0.16	-0.02	0.77	-1.9%	0.2%
CC(C)CCNC(=O)COc1cccc2c1OC(C)(C)C2	1%	4.0	1.8	10	-3.2	1065	i	-2	-0.27	1357	0%	0.038	-0.19	0.0019	-0.28	0.0%	-0.1%
COc1ccc(-c2cc3ccccc3n2CC(O)CNC(CO)(CO)CO)cc1 (stereo unspecified)	3%	3.6	1.9	5.7	0.0	1058	i	-9	0.23	1350	15%	1.6	-0.094	0.88	0.45	0.7%	0.2%
CCCCCc1cc(=O)oc2c(C(CCN3CCCC(C)C3)c3ccc(N(C)C)cc3)c(OC)cc(OC)c12 (stereo unspecified)	6%	·	·	·	-2.7	1120	·	·	·	·	14%	-1.3	-0.59	-0.43	0.36	·	-4.0%
CCS(=O)(=O)n1nc(-c2ccccc2)nc1N	0%	2.6	1.5	8.2	6.4	415	i	-1	·	·	4%	0.21	-0.25	0.3	0.049	-2.0%	-0.1%
CSc1cccc(NC(=O)/C=C/c2ccc(Cl)cc2)c1	5%	1.6	0.9	7.0	-1.3	1365	i	-6	-0.32	1598	5%	-0.57	-0.19	-0.28	0.67	-3.0%	-0.1%
CCOc1cccc(N2C(=O)CC(N3CCN(c4ccc(S(=O)(=O)CC)cc4)CC3)C2=O)c1 (stereo unspecified)	0%	1.5	1.2	5.7	-2.8	1027	i	-2	1.5	905	9%	0.57	0.023	0.37	-1.4	1.2%	-1.2%
COc1ccc(C2C3CCCCC3(O)CCN2C(=O)c2cccs2)cc1 (stereo unspecified)	7%	6.4	1.4	4.6	·	·	i	15	-0.39	1263	9%	2.2	0.029	0.93	-1.5	12%	-2.9%
Cc1cc(C)c(NC(=O)CSc2nc3c(c(=O)n2C)SC(C)C3)c(C)c1 (stereo unspecified)	-2%	11	1.6	6.9	-0.4	1098	·	·	-0.26	1697	-5%	0.76	-0.11	0.64	-0.78	-0.5%	-0.2%
O=C(N[C@@H](Cc1ccc(O)cc1)C(=O)O)c1cccnc1	5%	3.5	1.5	4.8	-1.9	1141	i	2	-0.15	1404	4%	-0.77	0.17	-0.056	0.52	1.3%	0.2%
O=C(Nc1nc(C2C3CC4CC(C3)CC2C4)cs1)c1cc2cc([N+](=O)[O-])ccc2oc1=O (stereo unspecified)	8%	2.4	1.9	7.9	1.3	1049	i	2	0.82	1952	-5%	-0.24	-0.17	0.37	0.014	-2.4%	1.3%
CC(C)(C)OC(=O)[C@H](Cc1ccccc1)NC(=O)c1[nH]cnc1C(=O)Nc1cccc(Cl)c1	1%	·	·	·	-0.9	1349	·	·	-0.83	1003	-13%	-0.53	-0.7	-0.39	0.38	·	0.4%
Cc1ccc(-c2nn[nH]n2)o1	-4%	2.1	2.5	8.4	0.6	1143	i	-14	0.43	1222	11%	0.19	-0.21	0.26	-0.15	-2.8%	0.0%
Cc1cc(C)c(NS(=O)(=O)c2ccc3c(c2)NC(=O)CC(=O)N3)c(C)c1	8%	3.5	3.4	6.3	-2.8	587	i	-14	0.09	1315	7%	-0.58	-0.32	-0.56	0.42	-3.8%	2.9%
CCOC(=O)n1ccc(C(=O)Nc2ccccc2F)n1	5%	5.8	2.6	10	0.5	1328	i	3	0.02	1612	1%	-0.77	-0.13	0.1	0.84	0.0%	0.1%
CCCNC(=O)OCc1cccnc1Sc1ccc(C)cc1	10%	3.1	2.4	10	-3.8	1168	i	13	-0.35	1209	5%	0.46	-0.18	0.34	0.1	-0.2%	-0.3%
Cc1ccc2[nH]c3c(c2c1)CN(C(=O)CN(C)CC1OCCO1)CC3	4%	2.6	2.1	7.5	1.1	1295	i	3	-0.16	1694	32%	-0.24	-0.012	-0.59	0.23	3.8%	-0.3%
Cc1ccccc1NC(=O)c1ccc(COc2ccc3c(C)cc(=O)oc3c2)cc1	-2%	5.3	2.7	7.9	-0.5	923	i	2	-0.4	1290	-25%	-0.63	-0.086	-0.55	0.64	-1.8%	0.1%
CCOC(=O)C1CCN(S(=O)(=O)c2ccc(Cl)cc2OC)CC1	2%	1.9	1.7	7.2	-3.3	1221	i	-3	-1.1	962	20%	-0.28	-0.35	-0.023	0.57	-1.4%	-1.4%
CCCCC(=O)Nc1nnc(CCOC)s1	4%	3.5	1.7	11	-0.3	1418	i	0	0.25	1311	-10%	0.21	-0.28	-0.41	0.028	0.0%	0.0%
CCN1C(=O)NC(c2cccnc2)C(C(=O)OC)=C1C (stereo unspecified)	6%	3.9	3.6	6.7	-4.0	1112	i	1	0.09	847	3%	-0.27	-0.18	-0.047	1.1	5.6%	3.8%
NNC(=O)Cc1cn(-c2ncc(C(F)(F)F)cc2Cl)c2ccccc12	15%	0.9	1.4	11	·	·	i	0	0.41	942	-1%	0.24	-0.19	-0.033	0.32	4.9%	0.1%
O=C(CSc1nnc(-c2cccs2)n1-c1ccccc1)NCc1ccc2c(c1)OCO2	-7%	3.9	3.6	6.0	-0.6	890	i	-12	1.5	1278	-9%	-0.49	-0.24	-0.55	0.78	0.4%	0.3%
COc1ccc(N(CC(=O)Nc2cc(C)cc(C)c2)S(=O)(=O)c2ccccc2[N+](=O)[O-])c(OC)c1	·	2.7	2.3	6.2	-2.4	995	i	30	0.46	1469	·	-0.79	-0.2	-0.054	0.85	0.5%	0.0%
CN(C)c1ccc(/C=C/c2cc[n+](C)cc2)cc1	?	3.0	1.2	4.4	·	·	i	4	?	·	47%	0.8	-0.27	0.5	0.37	1.7%	0.3%
O=C(Nc1ccc([N+](=O)[O-])cn1)c1cc(-c2cccc(Br)c2)nc2ccccc12	-3%	3.9	1.8	0.0	-2.9	516	i	12	0.01	1107	-1%	0.7	-0.24	0.93	-0.44	0.1%	0.2%
O=C(NNC(=O)C1[C@H]2CCCC[C@@H]12)c1ccc(=O)oc1 (stereo partly specified)	12%	·	·	·	0.8	1299	·	·	1.7	1376	3%	0.31	-0.13	0.082	-0.068	·	0.5%
CCN(CC)C(=O)c1cc(Cl)ccc1NC(=O)c1ccco1	8%	·	·	·	1.1	1381	·	·	0.47	950	12%	-0.42	-0.2	0.4	-0.71	·	0.3%
